Assay outcomes: PubChem, several laboratories
HePTP inh: human HePTP phosphatase inhibition; inhibition, % at 20 µM; 0.64% of 110,000 active; recombinant HePTP phosphatase activity, OD absorbance; P35236; in the data active = inhibition above about 50%;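 also: plate controls were vehicle for no effect and reference inhibitor for full effect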
Target sequence (P35236 whole entry, looked up): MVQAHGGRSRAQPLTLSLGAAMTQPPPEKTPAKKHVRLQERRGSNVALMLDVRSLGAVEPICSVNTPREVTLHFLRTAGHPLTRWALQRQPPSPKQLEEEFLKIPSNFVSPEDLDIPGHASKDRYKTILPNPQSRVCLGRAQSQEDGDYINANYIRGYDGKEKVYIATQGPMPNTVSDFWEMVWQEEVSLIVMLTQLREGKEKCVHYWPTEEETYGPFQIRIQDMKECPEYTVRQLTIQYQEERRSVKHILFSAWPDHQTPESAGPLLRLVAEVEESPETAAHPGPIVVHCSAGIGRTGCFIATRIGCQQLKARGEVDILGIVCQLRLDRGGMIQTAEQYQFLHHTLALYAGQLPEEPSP
BAP1 inh: blocks human BAP1 ubiquitin-AMC hydrolysis; 0.48% of 72,000 active; activity remaining (% of control), % at 20 µM; recombinant BAP1, Ub-AMC hydrolysis fluorescence kinetic; active compounds read low;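 active = activity remaining at or below 50% of control, provided the compound also passes the data quality filters; inactive = the rest, including low values that fail the filters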;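 also: 100% = DMSO wells rate and 0% = substrate alone blank rate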
Target sequence (Q92560 whole entry, looked up): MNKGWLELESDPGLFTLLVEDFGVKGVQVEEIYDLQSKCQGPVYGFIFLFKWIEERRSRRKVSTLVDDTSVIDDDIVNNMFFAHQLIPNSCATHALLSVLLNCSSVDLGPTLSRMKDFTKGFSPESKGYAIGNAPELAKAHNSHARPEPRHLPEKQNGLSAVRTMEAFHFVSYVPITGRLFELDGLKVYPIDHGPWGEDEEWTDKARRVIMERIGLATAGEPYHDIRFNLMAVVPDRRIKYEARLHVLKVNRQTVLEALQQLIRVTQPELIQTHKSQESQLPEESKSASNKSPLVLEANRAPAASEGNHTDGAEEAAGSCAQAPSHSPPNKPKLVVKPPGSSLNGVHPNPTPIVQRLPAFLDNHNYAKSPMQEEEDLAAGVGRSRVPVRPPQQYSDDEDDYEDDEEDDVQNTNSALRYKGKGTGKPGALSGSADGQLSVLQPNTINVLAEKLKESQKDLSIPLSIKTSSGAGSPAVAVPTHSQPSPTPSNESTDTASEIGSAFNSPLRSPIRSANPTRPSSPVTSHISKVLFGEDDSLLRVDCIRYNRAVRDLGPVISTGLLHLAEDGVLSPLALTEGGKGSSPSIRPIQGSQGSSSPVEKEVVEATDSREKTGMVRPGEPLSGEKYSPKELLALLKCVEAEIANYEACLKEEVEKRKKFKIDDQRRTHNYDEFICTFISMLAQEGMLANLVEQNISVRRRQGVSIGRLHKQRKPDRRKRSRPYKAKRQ
An asterisk follows results filed as active; . = not tested or not shown; & = joins results of further samples.

canonical_smiles | HePTP inh | BAP1 inh
OC1CCCN(Cc2ccc3c(c2)Cc2ccccc2-3)C1 (configuration not stated) | 3 | 104
OC(CN1CCOCC1)CN(c1ccccc1)c1ccccc1 (configuration not stated) | 6 | 77
COC(=O)CS(=O)(=O)c1nnc([C@H](Cc2ccccc2)NC(=O)OC(C)(C)C)o1 | -5 | 86
CCOC(=O)c1ccc(NC(=O)CSc2nccn2C)cc1 | 6 | 87
O=C(COc1ccc2ccccc2c1)NCc1ccccc1Cl | 4 | .
CCCc1ccc(OCC(=O)Nc2ccc(N3CCOCC3)cc2)cc1 | 8 | .
O=C(N/C(=C/c1cccnc1)c1nc2ccccc2[nH]1)c1cccc(Br)c1 | 12 | .
COc1ccc2c(c1)OCC1=C2CCC2(C)C(=O)CC=C12 (configuration not stated) | 2 | .
CCOC(=O)c1[nH]c2ccc(OC)cc2c1NC(=O)CN1CCSCC1 | -12 | 64
Cc1cc(C)n2nc(-c3cccc(Cl)c3)cc2n1 | -2 | .
Fc1ccc(COc2ccccc2/C=N/n2cnnc2)cc1 | 6 | .
CCOc1ccccc1NC(=O)NS(=O)(=O)c1ccc(C)cc1 | 8 | .
CN1CC=C2C(C#N)=C(N)C(C#N)(C#N)C(Cc3ccccc3)C2C1 (configuration not stated) | -2 | 83
Nc1nnc(SCC(=O)NC(c2ccccc2)c2ccccc2)s1 | 1 | .
CC(Nc1cccc2ccccc12)C(=O)N/N=C/c1ccc(O)cc1O (configuration not stated) | 4 | .
O=C1S/C(=C/c2ccccc2)C(=O)N1CC(=O)N1c2ccccc2Sc2ccc(Cl)cc21 | -6 | .
CC(C)(C)c1nnc(NC(=O)Nc2ccccc2)s1 | -12 | .
CCOC(=O)C1=C(N)c2ccccc2CC1C(C)C (configuration not stated) | 11 | 95
CNC(=O)c1nnn(Cc2ccccc2)c1NC(C)=O | -8 | 102
O=C(CSc1ncnc2ccccc12)NCCCO | 7 | 97
Cc1noc(C)c1S(=O)(=O)NC1CCN(Cc2ccccc2)CC1 | 10 | 111
O=C(CN1CCN(C(c2ccccc2)c2ccccc2)CC1)N1CCOCC1 | -4 | 70
CCOc1cc(/C=N/O)cc(Br)c1OC | -5 | 91
COc1ccc(/C(O)=C2/C(=O)C(=O)N(CCCN(C)C)C2c2ccco2)cc1Cl (configuration not stated) | 2 | 96
Oc1[nH]c2ccccc2c1C=Nc1ccccc1 | -4 | .

Quoted from the listing:
`CCOC(=O)C1=C(N)c2ccccc2CC1C(C)C` (configuration not stated) – HePTP inh = 11
`Nc1nnc(SCC(=O)NC(c2ccccc2)c2ccccc2)s1` – HePTP inh = 1
`CCOC(=O)c1[nH]c2ccc(OC)cc2c1NC(=O)CN1CCSCC1` – BAP1 inh = 64
`Fc1ccc(COc2ccccc2/C=N/n2cnnc2)cc1` – HePTP inh = 6
`CCOC(=O)c1ccc(NC(=O)CSc2nccn2C)cc1` – HePTP inh = 6
`O=C1S/C(=C/c2ccccc2)C(=O)N1CC(=O)N1c2ccccc2Sc2ccc(Cl)cc21` – HePTP inh = -6

Later entries.
canonical_smiles | HePTP inh | BAP1 inh
C=CCn1c(=O)c2c(C)c(C)sc2n2c(Nc3ccc(OC)cc3)nnc12 | 5 | 111
O=S(=O)(N/N=C/c1ccc(Br)cc1)c1ccccc1 | 4 | .
COc1ccc(-n2c(SCCC#N)nnc2-c2cc(Cl)ccc2OC)cc1Cl | -5 | .
Clc1ccccc1OCCCCn1ccnc1 | 6&2 | 93
CS(=O)(=O)N(CC(=O)Nc1ccc2c(c1)OCCO2)Cc1ccc(Cl)cc1 | 4 | 68
C=CCN1C(=O)/C(=C/c2ccc(C)cc2)SC1=S | 5 | .
Cc1nn2c3ccccc3nc2n1CCN1CCCCC1 | . | 100
O=S(=O)(Nc1ccc(Cl)c(Cl)c1)c1ccc2ccccc2c1 | 6 | .
CCN(CC)C(=O)c1sc(NC(=O)c2ccc(C)c(C)c2)c(C(=O)OC)c1C | 4 | .
Cc1cc(-n2nnc3ccccc32)nc2ccccc12 | 1 | 105
NC1=NC2(CCN(Cc3ccccc3)CC2)n2c(nc3ccccc32)N1 | 2 | 105
Cc1ccc(C(=O)NCCNc2ccc([N+](=O)[O-])cc2Cl)o1 | 4 | .
O=C(CC(=O)N/N=C/c1c(Cl)cccc1Cl)NCc1cccnc1 | -1 | .
CCOC(=O)C1=C(O)CSC1=Nc1ccccc1 | 8&-5 | 97
CCCn1c(SCc2ccccc2)nc2c1c(=O)[nH]c(=O)n2C | 5 | 98
O=C(O)CCNc1cc(C(=O)O)ccc1C(=O)O | . | 131
CCC(=O)NC(Cc1ccc(OC)c([N+](=O)[O-])c1)C(=O)O (configuration not stated) | 6 | .
COc1ccc(CCNC(=O)c2c(-c3ccccc3Cl)noc2C)cc1OC | 11 | .
Nn1c(Cc2ccccc2F)nnc1SCC(=O)N1CC(=O)Nc2ccccc21 | 12 | 102
C/C(=C\C(=O)c1ccc(Br)cc1)Nc1ccccc1O | -2 | .
COc1ccc(C(=O)N2c3ccccc3N(Cc3ccccc3)C(=O)C2(C)C)cc1 | 7 | .
O=C(NCC(=O)N(Cc1ccco1)C(C(=O)NC1CCCC1)c1cccnc1)c1cccs1 (configuration not stated) | 8 | 116
Cc1c(-c2ccccc2)[n+](=O)c(-c2ccco2)c(C)n1[O-] | 2 | 52
Cn1c(C(=O)O)cc(=O)n(C)c1=O | . | 89
Cc1noc(NS(=O)(=O)c2ccc(NC(=O)c3cnc4scc(C)n4c3=O)cc2)c1C | -11 | 68
COc1ccc(CNC(=O)C(C)NC(=O)c2cc3ccccc3o2)cc1 (configuration not stated) | 6 | 83
O=C1c2ccccc2C(=O)N1C/C=C/c1ccccc1 | 4 | 100
Cc1cccc(NC(=O)C2CC(=O)N(c3ccccc3)C2)c1 (configuration not stated) | 0 | .
CCOc1cccc(C(=O)Nc2nc(-c3ccc(S(=O)(=O)N4CCOCC4)cc3)cs2)c1 | 7 | .
CC(=O)NC1Sc2ccccc2N=C1c1ccccc1 (configuration not stated) | -4 | 95
Fc1ccc(OCc2nn3c(Cn4nnc5ccccc54)nnc3s2)cc1 | 0 | 101
Cn1/c(=N\N=C\c2ccc(Br)cc2)sc2ccccc21 | -13 | .
CCOc1ccccc1NC(=O)CN(Cc1ccccc1)S(=O)(=O)c1ccc(OC)c(OC)c1 | 2 | .
CCCSc1nc(C)c(CC(=O)OCC)c(=O)[nH]1 | 2 | 164
CCc1ccc2oc(-c3ccc(N)cc3)nc2c1 | 8 | .
COCCNS(=O)(=O)c1ccc(OC)c(Br)c1 | 7 | .
COc1cccc(C(=O)Nc2ccc(OC(F)(F)F)cc2)c1 | 3 | .
COc1ccc(N2C(=O)NC(=O)/C(=C/c3ccc(-c4ccc([N+](=O)[O-])cc4C)o3)C2=O)cc1 | -12 | .
O/N=C1\CCCc2nnc3c(c21)CCCC3 | 9 | 97
COc1cc(C(=O)NC(NC(=S)Nc2ccc(C(C)=O)cc2)C(Cl)(Cl)Cl)cc(OC)c1OC (configuration not stated) | 4 | .
Cn1c2ccccc2c2nnc(SCC(=O)N3c4ccccc4Sc4ccccc43)nc21 | . | 170
O=c1cc(CSc2nnnn2-c2ccccc2)nc2scc(-c3ccccc3)n12 | 4 | 68
CC(C)OCC(O)CNc1ccccc1 (configuration not stated) | -1 | .
Cc1cc(C)c(S(=O)(=O)NCc2cn3c(C)csc3n2)cc1C | 0 | 92
Cc1ccccc1Cn1ccc(NC(=O)c2cc3nc(-c4ccco4)cc(C(F)(F)F)n3n2)n1 | -1 | 110
O=C(Nc1ccccn1)c1ccc(-c2ccccc2)cc1 | 8 | .
COc1ccc(-c2noc(CCC(=O)NCc3cc(Br)ccc3OC)n2)cc1 | -11 | 122
c1cnc(NC2C3CC4CC(C3)CC2C4)nc1 (configuration not stated) | 6 | 101
COc1cc(OC)c(-c2nn3c(-c4cccnc4)nnc3s2)cc1OC | -4 | 162
CC(C)CC(=O)NS(=O)(=O)c1ccc(NC(=O)c2ccc(Cl)cc2)cc1 | . | 126

Laid out differently: entries from further up
HePTP inh	BAP1 inh	canonical_smiles
6	101	c1cnc(NC2C3CC4CC(C3)CC2C4)nc1 (configuration not stated)
-4	162	COc1cc(OC)c(-c2nn3c(-c4cccnc4)nnc3s2)cc1OC
.	126	CC(C)CC(=O)NS(=O)(=O)c1ccc(NC(=O)c2ccc(Cl)cc2)cc1

Back to the main list, repeating the 2 entries before the break.
canonical_smiles | HePTP inh | BAP1 inh
COc1cc(OC)c(-c2nn3c(-c4cccnc4)nnc3s2)cc1OC | -4 | 162
CC(C)CC(=O)NS(=O)(=O)c1ccc(NC(=O)c2ccc(Cl)cc2)cc1 | . | 126
Cc1cccc(C(=O)NCc2ccco2)c1 | -6 | .
Cc1ccc(-c2nnn(Cc3nc(N)nc(N4CCOCC4)n3)n2)cc1 | 9 | 112
O=C(CSc1nnnn1-c1ccccc1F)Nc1ccc2c(c1)OCO2 | -1 | .
COc1ccc(NS(=O)(=O)c2cccc([N+](=O)[O-])c2)cc1Cl | 0 | .
Cc1nn(Cc2ccccc2)c(C)c1C(=O)Nc1ccc(N2CCOCC2)cc1 | 6 | 107
O=C1C(Cl)=C(Nc2ccc3c(c2)OCO3)C(=O)N1c1ccccc1 | 0 | .
COc1ccc(N2CCN(CCCNC(=O)C3(S(=O)(=O)c4ccc(Cl)cc4)CC3)CC2)cc1 | 6 | 106
O=C1CS/C(=N/N=C/c2ccc3c(c2)OCO3)N1 | 0 | .
COc1ccc(C(=O)Nc2ccc(-c3nc4ccccc4o3)c(O)c2)cc1[N+](=O)[O-] | 10 | .
CCc1ccccc1N(CC(=O)Nc1ccc(OC)cc1)S(C)(=O)=O | -6 | .
O=C1CCCC2=C1C(c1ccc(Cl)cc1)Nc1ccccc1N2 (configuration not stated) | -14 | .
Clc1ncn(C23CC4CC(CC(C4)C2)C3)n1 | 3 | 101
COc1ccc(OC)c(C2C(C(=O)c3cccs3)=C(O)C(=O)N2c2cc(C)on2)c1 (configuration not stated) | 2 | 95
Cc1cc(=O)oc(C)c1C(=O)N1CCN(Cc2ccc3c(c2)OCO3)CC1 | 2 | 106
NC(=O)C1CCN(S(=O)(=O)c2ccc([N+](=O)[O-])cc2)CC1 | 5 | .
COC(=O)C1=C(C)NC(=O)NC1c1ccccc1OCc1ccccc1 (configuration not stated) | . | 144
COC(=O)c1cc(OC)c(OC)cc1N=CC1=C(O)CC(C)(C)CC1=O | -1 | 102
CCC(C(=O)O)n1nnc(-c2ccc(-c3ccc(OC)cc3)cc2)n1 (configuration not stated) | 0 | 102
COc1ccc(C(=O)NC2CCCCC2)cc1OC | -8 | .
COCC(=O)N1CCC(n2nnc3cc(F)ccc32)CC1 | . | 98
CS(=O)(=O)NCc1ccc(C(=O)NC2CCCCC2)cc1 | 8 | 119
CCOc1cc(/C=C2\SC(=S)N(C)C2=O)ccc1O | 4 | .
COc1ccc(C2C(C(=O)O)CC(=O)N2c2ccc(OC)cc2)cc1 (configuration not stated) | -9 | 112
O=C(NC(=S)Nc1ccc(Cl)c(Cl)c1)c1ccco1 | -4 | .
Cc1cc(OCC(F)(F)C(F)(F)C(F)(F)C(F)F)nc(N)n1 | 3 | .

Additional compounds:
Values in the order – HePTP inh | BAP1 inh
CCC(=O)N(Cc1ccc2c(c1)OCO2)Cc1cc2cc(OC)ccc2[nH]c1=O
    5 | .
O=C(c1ccc(S(=O)(=O)N2CCCCC2)cc1)N1CCN(Cc2ccc3c(c2)OCO3)CC1
    10&-15 | 97
COCCOC(=O)C1=C(C)N(C)C(=O)NC1c1ccccc1Cl (configuration not stated)
    -5 | .
CCSc1nc(N)c(C#N)c(-c2ccco2)c1C#N
    1 | .
COc1ccc(N2CCN(C(=O)CSc3nnc(CNc4ccccc4)o3)CC2)cc1
    -4 | 100
O=C(O)CCCCCN1C(=O)C(=O)/C(=C(/O)c2ccc(Cl)cc2)C1c1ccc([N+](=O)[O-])cc1 (configuration not stated)
    -1 | .
O=C(O)c1ccc(N2CCCCC2)c([N+](=O)[O-])c1
    . | 177
Cc1nc(NC2=NCN(Cc3ccc4c(c3)OCO4)CN2)nc2ccccc12
    3 | 90
CCC1(c2ccccc2)NC(=O)N(CC(=O)Nc2ccc3c(c2)OCO3)C1=O (configuration not stated)
    3 | 99
COc1ccccc1N1CCN(C2CC(=O)N(c3ccc(F)cc3)C2=O)CC1 (configuration not stated)
    -1 | .
CCOC(=O)C1=C(N)OC2=C(C(=O)CCC2)C1c1ccccc1OCC (configuration not stated)
    -10&-9 | 96
CC(=O)Nc1ccc(S(=O)(=O)Nc2ccc(NC(=O)c3ccco3)cc2)cc1
    -5 | 62
CC(CC(=O)NCc1ccccc1)C1CCCO1 (configuration not stated)
    12 | 119
Cc1ccc2c(c1)NC(c1cccc([N+](=O)[O-])c1)C1=C(CC(C)(C)CC1=O)N2 (configuration not stated)
    8 | .
Cc1ccc(C2(CC(=O)O)CCOC(C)(C)C2)cc1 (configuration not stated)
    5 | .
COCc1[nH]nc2c1C(c1cccc(OC)c1)C(C#N)=C(N)O2 (configuration not stated)
    7 | 89
Fc1ccc(NCc2nnc(SCc3nnc(-c4ccccc4)o3)n2Cc2ccccc2)cc1
    8 | 144
COc1ccc(S(=O)(=O)N[C@H](C(=O)N2CC[C@@]3(O)CCCC[C@H]3C2)c2ccccc2)cc1
    2 | 93
COc1ccc(-c2c(C)nn3c(N4CCN(Cc5ccccc5)CC4)cc(C)nc23)cc1OC
    -13 | 81
CCOc1ccc(NC(=S)NC(NC(=O)N(C)C)C(Cl)(Cl)Cl)cc1 (configuration not stated)
    -3 | .
COCCCNC(=O)c1ccc(Br)cc1
    -17 | 56
O=C(Cn1c(C(F)(F)F)nc2ccccc21)NCCN1CCCC1
    13 | 124
Cc1cc(NC(=O)CSc2nc3c([nH]c4ccccc43)c(=O)n2-c2cccc(C(F)(F)F)c2)no1
    -2 | .

In the list so far, these have a cyano group.
Values in the order – HePTP inh | BAP1 inh
CN1CC=C2C(C#N)=C(N)C(C#N)(C#N)C(Cc3ccccc3)C2C1 (configuration not stated)
    -2 | 83
COc1ccc(-n2c(SCCC#N)nnc2-c2cc(Cl)ccc2OC)cc1Cl
    -5 | .
CCSc1nc(N)c(C#N)c(-c2ccco2)c1C#N
    1 | .
COCc1[nH]nc2c1C(c1cccc(OC)c1)C(C#N)=C(N)O2 (configuration not stated)
    7 | 89
